Assay outcomes as filed in PubChem.
KDM5B inhibitor: KDM5B demethylase inhibition; Q9UGL1; KDM5B demethylase, FDH-coupled NADH fluorescence (FDH is formaldehyde dehydrogenase); Potency, µM (doses to about 57.7 µM), inactives show at the highest dose activity change, negative = inhibition, actives largely listed as inhibitors; 2.6% of 220,000 active; active means well fitted inhibition curve with a large enough effect; inconclusive means small, poorly fitted or top-dose-only effect; inactive means no such curve, though single readings can be large or run the other way; further: 0% is about no effect; nearly all actives have a fitted effect of over 70% in size
Target sequence (Q9UGL1 whole entry, looked up): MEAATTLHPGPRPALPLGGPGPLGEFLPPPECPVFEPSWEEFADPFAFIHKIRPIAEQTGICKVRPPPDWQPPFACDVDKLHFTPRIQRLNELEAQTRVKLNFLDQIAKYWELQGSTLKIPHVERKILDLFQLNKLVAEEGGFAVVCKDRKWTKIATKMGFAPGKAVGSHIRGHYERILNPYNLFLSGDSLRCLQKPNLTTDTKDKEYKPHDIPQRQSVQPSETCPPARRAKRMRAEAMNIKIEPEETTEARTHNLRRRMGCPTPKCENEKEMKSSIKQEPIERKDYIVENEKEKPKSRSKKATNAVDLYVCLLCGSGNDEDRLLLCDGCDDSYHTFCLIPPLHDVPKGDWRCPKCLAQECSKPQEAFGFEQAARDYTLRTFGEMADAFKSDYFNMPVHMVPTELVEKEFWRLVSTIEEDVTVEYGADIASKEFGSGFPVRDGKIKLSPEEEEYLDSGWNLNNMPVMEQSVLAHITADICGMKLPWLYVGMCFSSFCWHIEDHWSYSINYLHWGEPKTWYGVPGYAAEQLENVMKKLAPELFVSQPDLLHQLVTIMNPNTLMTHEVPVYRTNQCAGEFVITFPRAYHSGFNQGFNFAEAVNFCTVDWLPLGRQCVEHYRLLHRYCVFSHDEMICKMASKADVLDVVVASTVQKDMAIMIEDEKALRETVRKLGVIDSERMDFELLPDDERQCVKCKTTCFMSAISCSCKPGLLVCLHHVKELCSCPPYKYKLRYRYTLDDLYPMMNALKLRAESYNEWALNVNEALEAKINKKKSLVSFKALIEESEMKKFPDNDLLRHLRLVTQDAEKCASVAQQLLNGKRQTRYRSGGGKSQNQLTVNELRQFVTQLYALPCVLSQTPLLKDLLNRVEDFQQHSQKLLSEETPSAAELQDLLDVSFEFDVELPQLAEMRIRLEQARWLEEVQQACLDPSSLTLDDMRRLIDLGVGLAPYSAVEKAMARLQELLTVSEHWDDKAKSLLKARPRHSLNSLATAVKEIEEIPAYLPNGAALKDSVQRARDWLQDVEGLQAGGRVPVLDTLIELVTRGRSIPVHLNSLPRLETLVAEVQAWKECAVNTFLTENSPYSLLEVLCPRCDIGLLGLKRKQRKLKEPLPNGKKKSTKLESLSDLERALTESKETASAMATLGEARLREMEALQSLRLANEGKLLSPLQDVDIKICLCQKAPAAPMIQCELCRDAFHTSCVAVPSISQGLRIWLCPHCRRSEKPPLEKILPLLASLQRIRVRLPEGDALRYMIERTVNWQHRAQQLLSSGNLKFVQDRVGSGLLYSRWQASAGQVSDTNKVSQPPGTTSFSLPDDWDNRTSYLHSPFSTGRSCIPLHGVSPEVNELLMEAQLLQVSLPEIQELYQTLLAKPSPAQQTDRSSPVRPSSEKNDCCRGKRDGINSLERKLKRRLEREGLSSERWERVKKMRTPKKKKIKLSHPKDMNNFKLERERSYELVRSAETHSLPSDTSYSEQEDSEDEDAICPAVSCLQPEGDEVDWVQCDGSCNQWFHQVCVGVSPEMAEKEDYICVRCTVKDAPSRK
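Compound dilutions met 200 nM (final) KDM5BΔAP for 10 min at room temperature before substrate addition. The substrate mix held 12.5 µM H3K4me3 with cofactors 25 µM α-ketoglutarate and 50 µM Fe²⁺. NADH signal gain over 30 min defined activity.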
An asterisk follows results filed as active; i = inactive; ? = inconclusive; & = joins results of further samples; [ ] = remark or other dose. Potency means the concentration at half of the fitted maximal effect.

SMILES	KDM5B inhibitor
COc1cccc(C(C(=O)NCc2ccccc2)N(C(=O)Cn2nnc3ccccc32)c2cccc(C(C)=O)c2)c1 (centres undefined)	9%
O=C(O)CCC(=O)NC[C@H]1Cn2c(-c3ccc(Cl)cc3)cnc2CO1	-21%[86.2 µM]
Cc1cccc(C)c1NC(=O)C(C)N1CCN(C(=O)c2cccs2)CC1 (centres undefined)	9%
CCc1noc(C)c1C(=O)Nc1ccccc1C(C)(C)C	22%
O=C(CCCC(=O)N1CCN(C(=O)c2cc3ccccc3[nH]2)CC1)N1CCCCC1	16%
Cc1noc(C)c1-c1cc2cc(CN(C)C)oc2c(NCc2cccc(F)c2)n1	-28%[86.2 µM]
COc1cc(C(C)=O)ccc1OCC(=O)OCc1ccc2c(c1)OCO2	0%
COc1cccc(-c2cc(C(F)(F)F)n3nc(C)c(-c4ccccc4)c3n2)c1	-1%
CC(=O)c1ccc(NC(=O)NC[C@@H]2C=C(C)[C@H](CC(=O)N(C)Cc3cccnc3)C[C@H]2C(C)C)cc1	-22%
Cc1c(Cl)cccc1NC(=O)c1cnc2sc(N3CCCC3)nn2c1=O	-1%
CCN1CCN(S(=O)(=O)c2ccc(NC(=O)CCc3ncc(-c4ccccc4F)o3)cc2)CC1	16%
CC(C)CN1C(=O)C(C)(C)[S+](=O)([O-])[C@H]2CN(Cc3cccc(C(=O)O)c3)C[C@@H]21	-11%[86.2 µM]
O=C1COCCN1C1CCN(Cc2ccc(F)cc2)CC1	-5%&11%[149 µM]
COc1ccc(Nc2cc(C(=O)NCc3ccccc3)c3ccccc3n2)cc1	138%[activator]
O=c1cc(C(F)(F)F)[nH]c2ccc(OC(F)(F)F)cc12	?
Cc1ncc2n1C(=O)N(C1CCN(Cc3ccnn3C)CC1)C2	-19%&3%[86.2 µM]
Cc1[nH]c2ccc(C(=O)N(C)CCOc3ccccc3)cc2c1C	6%
CC(Sc1ncc(-c2cccc(Br)c2)o1)C(=O)NCCc1ccccc1 (centres undefined)	5%
COc1ccc(C2=NS(=O)(=O)N(C)C(C(=O)NC(C)c3ccccc3)=C2)cc1OC (centres undefined)	-2%
O=C(NCc1ccccc1)c1ccc2c(c1)N(Cc1ccc(F)cc1)CCS2	i
COc1ccc(NC(=O)c2cn3ccnc(-c4ccc(F)cc4)c3n2)cc1OC	2%
CC(C)n1nccc1S(=O)(=O)N[C@@H]1[C@@H](Cc2ccccc2)[C@H]2OCC[C@@H]12	?
O=C(NCC(F)(F)F)C1CCN(C(=O)c2ccc(Br)cc2)CC1	8%
Cn1cc(-c2cnc(Nc3ccc(N4CCOCC4)cc3)c3c2CCO3)cn1	?
CC(=O)N1Cc2ccccc2CC2(CCCN(Cc3ccccn3)C2)C1 (centres undefined)	-12%[149 µM]
COc1ccccc1Cn1ccn(Cc2ccc(C)cc2)c(=O)c1=O	-29%
CC1=NOC2(CCN(CC3CC3)CC2)C1	24%[230 µM]
CC1CCC(NC(=O)c2csc3c2CCCC3)CC1 (centres undefined)	-3%
COc1cccc(CC(=O)NCc2ccc3c(c2)CCN3C(C)=O)c1	-6%
CC(C)N1CCN(Cc2ccccc2-c2ccco2)CC1CCO (centres undefined)	-33%
CCCCC(=O)Nc1cccc(OCc2cc(=O)n3ccccc3n2)c1	-24%
Cc1c2cnn(-c3ccccc3)c(=O)c2c(C)n1CC(=O)N1CCN(c2cccc(Cl)c2)CC1	1%
CCC(=O)N1CCc2sc(C(=O)NCc3ccc(C)cc3)cc2C1	-7%
COc1ccc(CNC(=O)CC[C@]23CC[C@](C)(O)C[C@H]2C(C)(C)C[C@@H]3NC2CCOCC2)cc1	34%[activator]
COc1ccc(-c2cc3nc4c(c(=O)n3[nH]2)CN(C(=O)c2ccc(C)nc2)CC4)cc1	?
Cn1c(=O)c2c(nc(N3CCOCC3)n2C/C=C/c2ccccc2)n(C)c1=O	14%
O=C(NCc1ccccc1)c1ccc2nc(CCc3ccccc3)oc2c1	-11%
CCc1ccc(-c2nc(CSCC(=O)NCc3cccs3)c(C)o2)cc1	?
O=C(c1cnco1)N1CC(F)(F)C[C@H]1c1nc(-c2ccncc2)no1	3%
COc1ccc(OC)c(NC(=O)c2ccc3nc(C(C)C)oc3c2)c1	6%
Cc1ncsc1CN(Cc1ccccc1)C(=O)c1cn(CCC2CCCCC2)nn1	-10%
COCCn1cc(CN2CCN(c3cccc(OC)c3)CC2)ccc1=O	-11%
Cc1[nH]c2ccc(C(=O)NC3(C)CCS(=O)(=O)C3)cc2c1C (centres undefined)	9%
C[C@H]1[C@@H]2[C@@H](O)C([C@H](C)C(=O)NC(C)(C)C)CC[C@@]2(C)CC[C@@H]1NS(C)(=O)=O (some centres undefined)	-5%[86.2 µM]
Cc1nn(S(=O)(=O)c2ccc(F)cc2)c(C)c1S(=O)(=O)N1CCCCC1	?
COc1cc(C2c3c(-c4ccccc4O)n[nH]c3C(=O)N2Cc2ccco2)ccc1OCC(C)C (centres undefined)	-20%
O=C(Nc1cccc(C(F)(F)F)c1)C1CCCN1S(=O)(=O)c1cccc2nsnc12 (centres undefined)	13%[11.5 µM]
Cc1noc(C)c1-c1cc2cc(CNC3CC3)oc2c(NC2CCN(C)CC2)n1	?
COC(=O)c1cccc(NC(=O)C23CC4CC(C2)CC(C(=O)Nc2cccc(C(=O)OC)c2)(C4)C3)c1	25%
Cc1noc(-c2ccn3c(CNC(=O)c4ccc(C)c(C)c4)nnc3c2)n1	?
O=C(NC1CCCCC1)C1=Cc2cc(Cl)ccc2OC=C1	12%
O=C(Nc1ccc(Br)cn1)c1coc(=O)c(Br)c1	?
CCC(=O)N1CCc2cc(Br)cc(S(=O)(=O)CCC(=O)NCc3ccccc3)c21	15%
COc1ccc(C(=O)Nc2ccc3c(c2)nc(CN2CCCCCC2)n3C)cc1OC	-11%
CCc1ocnc1C(=O)N1CCC2(CC1)CC(c1ccccc1)CN(C)C2 (centres undefined)	-15%
CC(C)(CN1CCC(Cc2ccc(C(=O)O)cc2)C1)N1CCOCC1 (centres undefined)	?
O=C(CN1C(=O)NC2(CCCC2)C1=O)Nc1cc(Cl)cc2cccnc12	?
O=c1cc(CN2CCN(Cc3ccccc3)CC2)c2cc(O)c(-c3ccccc3)cc2o1	10%&-7%
CC(C)c1ccccc1OCC(=O)c1ccc2c(c1)N(CC(=O)N1CCOCC1)C(=O)CO2	-4%
O=C1OCCN1C1CCN(Cc2ccc(C(F)(F)F)cc2)CC1	13%[149 µM]

In another format: entries from further up.
CC(C)c1ccccc1OCC(=O)c1ccc2c(c1)N(CC(=O)N1CCOCC1)C(=O)CO2
  KDM5B inhibitor: -4%
C[C@H]1[C@@H]2[C@@H](O)C([C@H](C)C(=O)NC(C)(C)C)CC[C@@]2(C)CC[C@@H]1NS(C)(=O)=O (some centres undefined)
  KDM5B inhibitor: -5%[86.2 µM]
O=C(Nc1cccc(C(F)(F)F)c1)C1CCCN1S(=O)(=O)c1cccc2nsnc12 (centres undefined)
  KDM5B inhibitor: 13%[11.5 µM]
Cc1[nH]c2ccc(C(=O)NC3(C)CCS(=O)(=O)C3)cc2c1C (centres undefined)
  KDM5B inhibitor: 9%

Exported comma-delimited: entries from further up.
SMILES,KDM5B inhibitor
O=c1cc(CN2CCN(Cc3ccccc3)CC2)c2cc(O)c(-c3ccccc3)cc2o1,10%&-7%
Cc1nn(S(=O)(=O)c2ccc(F)cc2)c(C)c1S(=O)(=O)N1CCCCC1,?
CC(C)c1ccccc1OCC(=O)c1ccc2c(c1)N(CC(=O)N1CCOCC1)C(=O)CO2,-4%
COc1cc(C2c3c(-c4ccccc4O)n[nH]c3C(=O)N2Cc2ccco2)ccc1OCC(C)C (centres undefined),-20%
COC(=O)c1cccc(NC(=O)C23CC4CC(C2)CC(C(=O)Nc2cccc(C(=O)OC)c2)(C4)C3)c1,25%

Next compounds.
SMILES	KDM5B inhibitor
O=C(NCCn1ccn2nc(-c3ccc(F)cc3)cc2c1=O)c1c(F)cccc1Cl	?
Fc1ccc(CSc2ccc(-c3cccs3)nn2)cc1	16%
COc1ccc(OC(=O)c2cccc(OC)c2)cc1	9%
CCOc1ccccc1NC(=O)c1cc2c(=O)oc3ccccc3c2s1	-1%
O=C(NCc1coc(-c2cccs2)n1)c1ccc(F)cc1F	-21%
CCOc1ccc(NC(=O)c2cc(S(=O)(=O)N3CCCC3)c[nH]2)cc1	?
COc1ccc(C(=O)OCc2nc(-c3ccc(F)cc3)no2)cc1S(=O)(=O)N1CCCCCC1	-5%
O=C(Cc1ccccc1)NCC1CN(Cc2ccc3[nH]ccc3c2)CC12CN(c1ccccc1)C2 (centres undefined)	?
O=C1NCCCc2[nH]c(-c3cnn(-c4ccc(F)cc4)c3)nc21	?
O=C(NCc1ccccc1)c1nc2c(o1)CCN(Cc1ccc(F)c(Cl)c1)CC2	28µM*
O=C(Nc1cccc2ccccc12)O[C@@H]1CO[C@H]2[C@@H]1OC[C@@H]2NC(=O)c1ccco1	-20%[86.2 µM]
Cc1c(Cl)cccc1-n1ncc(C(=O)NC2CCCC2)c1C1CCN(C(=O)OC(C)(C)C)CC1	10%
COc1ccc(S(=O)(=O)N2CCC(C(=O)NC3CC3)CC2)cc1OC	-13%
O=C(CC1CCOCC1)N1CCN(Cc2ccc(F)cc2F)CC1	-17%
CCN1CCN(C(=O)c2cc3n(n2)CC(c2ccc(Br)cc2)OC3)CC1 (centres undefined)	7%
CC(C)c1ccccc1NC(=O)C(Cc1c[nH]c2ccccc12)NC(=O)OC(C)(C)C (centres undefined)	-15%
O=C(CCCn1c(=O)oc2ccccc21)Nc1nc2ccccc2s1	8%
O=C1CC2(CCN(C(=O)c3ccc4c(c3)OCO4)CC2)Oc2ccccc21	25µM*
O=C(NCc1ccccc1)C1CCC(=O)N1C1CCN(C(=O)c2cc(F)ccc2F)CC1 (centres undefined)	15%
CSc1nnc(NC(=O)c2cc(=O)c3ccccc3o2)s1	13%
COCCN(C)C[C@@H]1CN(C(=O)c2ccc(=O)[nH]n2)C[C@@H]1CO	9%
CC(C)c1ccc(C(=O)N2CC(C(=O)NC3CCCCC3)C3(CCOCC3)C2)cc1 (centres undefined)	-10%
Cc1ccc(C)c(C(=O)Cn2nc(C(=O)O)c3ccccc3c2=O)c1	6%
O=C(Nc1ccc2nc(SCCOc3ccccc3Cl)sc2c1)c1ccc2c(c1)OCO2	-31%
O=C(c1cc(F)ccc1F)N(C1CCCC1)C1CC1	10%
Cc1nn(CC(=O)NC(C)Cc2cnccn2)c(=O)n1CCc1ccccc1 (centres undefined)	7%
Cc1cc(Cl)ccc1Nc1nc(N)c(C(=O)c2ccc(F)cc2)s1	-8%
Cc1ccc(/C=C/c2onc(C)c2S(=O)(=O)N2CCC(C(=O)NCc3ccc(Cl)cc3)CC2)cc1	-13%
COc1cc(C)cc2oc(=O)c(CC(=O)N3CCN(C(=O)C4COc5ccccc5O4)CC3)c(C)c12 (centres undefined)	276%[activator]
CCc1nnc(SCc2nc(-c3ccccc3Cl)oc2C)c2cc3sc(C)cc3n12	-10%
COc1ccc(C(=O)NCc2ccc3c(c2)CCN3C(=O)c2cccc(C)c2)cc1OC	?
CC1=NN2C(=N)/C(=C\c3cc(C)n(-c4cccc(C)c4)c3C)C(=O)N=C2S1	?
CCOC(=O)c1[nH]c(C)c(CCC(=O)NC(C)c2ccccc2)c1C (centres undefined)	-1%
C[C@]1(CO)C2CC[C@@H](O)[C@@H](CC(=O)N3CCCC3)[C@]2(C)CC[C@H]1OC(=O)Nc1cccc(F)c1 (some centres undefined)	5%
COc1ccc(-c2c(C)oc3cc(OS(C)(=O)=O)ccc3c2=O)cc1	20%
O=C(NCC(c1cccnc1)N1CCN(Cc2ccccc2)CC1)C(=O)Nc1ccc(F)cc1 (centres undefined)	6%
COc1cc(SC)ccc1C(=O)OCC(=O)NC(=O)NCc1ccco1	-5%
COCCOCc1nc(C2CCN(C(=O)NCc3ccc(OC)cc3)CC2)no1	6%
COc1nc2c(cc1CNC(=O)CCc1ccccn1)C(=O)N(C1CCCC1)C2	?
COc1cccc(CNC(=O)CN(C)S(=O)(=O)c2ccc3[nH]c4c(c3c2)CCCC4)c1	?
COc1ccc(C(NC(=O)c2cccc(Cl)c2)NC(=O)c2cccc(Cl)c2)cc1	-1%
COc1cccc(NC(=O)c2ccc3c(c2)NC(C)(COc2ccc4[nH]ccc4c2)CO3)c1 (centres undefined)	32µM*
Cc1ccc(NC(=O)N2CCSc3ncccc32)cc1Cl	?
Cc1ccccc1OCC(=O)Nc1ccccc1C(=O)OCc1cc(=O)n2nc(C3CC3)sc2n1	0%
NCC(=O)N1Cc2ccccc2CC2(CCCCN2CC2CCOCC2)C1 (centres undefined)	?
CN1CCC=C(C(=O)N2c3ccccc3Sc3ccc(Cl)cc32)C1	-30%
CCc1ccc(C(=O)N(Cc2ccco2)C2CC2)o1	9%
O=C(CN1C(=O)COc2ccc(C(=O)COc3ccccc3F)cc21)Nc1ccc(F)cc1	-6%
CCCOC(=O)c1ccc(NC(=O)CSc2nc(=O)[nH]nc2C)cc1	-27%
O=C(NCc1ccncc1)C1CN(Cc2ccccn2)CC12CCOCC2 (centres undefined)	-22%
COCCN1CCCCCC(O)c2cc(C(=O)NC3CCC3)ccc21 (centres undefined)	32µM*
CNC(=O)C1CCN(C(C)C(=O)NCc2ccccc2Cl)CC1 (centres undefined)	16%
COc1ccccc1C(O)c1nc(Nc2ccc(Cl)cc2)n[nH]1 (centres undefined)	13%[86.2 µM]
CC1CCN(C(=O)Cn2ncc3c4ccccc4n(Cc4ccc(Cl)cc4)c3c2=O)CC1	?
Cc1cc(N2CCN(c3ccc(F)cc3)CC2)n2ncnc2n1	16%
CCOCCCNC(=O)NCC12CCCC=C1NC(=O)CC2 (centres undefined)	?

Not all compounds are listed; the hit share may differ from the screen's.
